PostGolgi yeast: growth inhibition of a yeast mutant, post-Golgi transport screen; post-Golgi transport phenotypic cell assay; inhibition, % at 10 µM; actives 0.9% (n = 98,000); AID 739;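 note: yeast cells grown in 1536-well plates; yeast grown about 18 h at 30C before absorbance read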
PTPN22 inh 2: LYP (human) phosphatase inhibition. actives 0.21% (n = 96,000). recombinant LYP catalytic domain, DiFMUP fluorescence. Q9Y2R2. inhibition, % at 2 µM. AID 640;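 active = inhibition at 2 µM at or above a set limit, the screen mean plus 3 SD, cut at about 24% in these data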;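 note: 0% = DMSO with enzyme and 100% = enzyme fully blocked by orthovanadate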
FAK inh: inhibitors of human focal adhesion kinase; inhibition, %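 (tested at 7 µM)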; actives 0.84% (n = 97,000); Q05397; biochemical FAK kinase activity assay; AID 727; in the data active = inhibition above about 19%;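 note: 0% = DMSO and 100% = reference compound high control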
Rev-RRE block: inhibitors of HIV-1 Rev-RRE RNA interaction; inhibition, % at 8 µM; AID 704; Rev peptide-RRE RNA binding, FRET; actives 0.79% (n = 97,000);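 active = inhibition above the screen-wide mean plus 3 SD, cut at about 35% in these data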;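 note: 0% = median DMSO wells and 100% = median Neomycin B control wells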
Target sequence (P05866 whole entry, looked up): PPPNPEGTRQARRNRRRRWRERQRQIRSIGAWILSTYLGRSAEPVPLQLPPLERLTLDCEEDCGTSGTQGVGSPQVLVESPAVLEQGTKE
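Test system – labelled RRE RNA duplex and labelled Rev peptide · Reagent – labelled Rev peptide · Doses – one concentration, 8 µM nominal · Incubation – 5 + 15 min at 25 °C · Signal – FRET fluorescence readout · Read-out basis – % inhibition of FRET ratio versus controls · Control set – DMSO wells as 0% and neomycin B wells as 100% inhibition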
PTPN22 act: increases human PTPN22 phosphatase activity; Q9Y2R2; recombinant LYP, DiFMUP fluorescence; 0 = plate median, 100 = signal doubled; activation, % at 2 µM; actives 0.11% (n = 96,000); AID 697;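 active = activation at 2 µM above a set limit, the mean plus 5 SD, cut at about 37% in these data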
S1P2 blocker: antagonists of human S1P2 receptor; O95136; cell-based S1P2 antagonist assay, inhibition at 5 uM; inhibition, % at 5 µM; actives 0.21% (n = 97,000); AID 736; in the data active = inhibition above about 45%;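 note: CRE beta-lactamase reporter cells expressing human S1P2 stimulated with S1P; 0% = agonist at EC80 alone and 100% = agonist plus reference antagonist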
Target sequence (O95136 whole entry, looked up): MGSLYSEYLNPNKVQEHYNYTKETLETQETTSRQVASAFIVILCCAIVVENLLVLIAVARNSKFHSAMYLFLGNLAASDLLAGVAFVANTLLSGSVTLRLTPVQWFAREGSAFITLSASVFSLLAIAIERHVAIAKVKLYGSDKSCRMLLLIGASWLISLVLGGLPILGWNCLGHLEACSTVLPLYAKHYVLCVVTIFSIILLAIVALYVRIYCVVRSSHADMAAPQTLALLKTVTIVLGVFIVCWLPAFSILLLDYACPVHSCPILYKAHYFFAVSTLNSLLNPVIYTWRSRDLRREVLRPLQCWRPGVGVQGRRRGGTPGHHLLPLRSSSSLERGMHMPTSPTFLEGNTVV
PostGolgi ctrl: inhibits growth of the yeast control strain. efflux-deficient yeast background strain, growth absorbance A615, 16 h. inhibition, % at 10 µM. actives 5% (n = 98,000)
S1P2 ag: activates the human S1P2 receptor; O95136; S1P2-expressing cell line, agonist reporter read-out; activation, % at 4.5 µM; actives 0.46% (n = 97,000); in the data active = activation above about 16%;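 note: 0% = vehicle low control and 100% = maximal reference agonist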
EphB4 antag: antagonists of human EphB4-ephrin-B2 interaction. AID 720. P54760. actives 0.15% (n = 97,000). inhibition, % at 7 µM. EphB4 LBD / TNYL-RAW-Alexa532 peptide, fluorescence polarization;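 active = inhibition above the screen-wide mean inhibition plus 3 SD, cut at about 15% in these data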;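 note: 0% = DMSO wells and 100% = excess unlabeled TNYL-RAW peptide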
Active calls of the source: *; . = no result given. Cut-off read from the data, not from the text of the source, unless noted: active = inhibition above about 30%; inactive = the rest. Random draw from the library (roughly 7% active in at least one column).

SMILES	PostGolgi yeast	PTPN22 inh 2	FAK inh	Rev-RRE block	PTPN22 act	S1P2 blocker	PostGolgi ctrl	S1P2 ag	EphB4 antag
N#CC(C#SN)=C1CCCCC1	-11	-3	4	10	4	16	-2	-11	7
COCCNC(=O)c1ccc(CS(=O)(=O)c2c(Cl)cccc2Cl)o1	-3	4	4	4	-6	21	4	-4	2
COc1ccc(C2N(C(=O)c3ccccc3)CCN2C(=O)c2ccc(C)cc2)cc1 (stereo not drawn)	-4	-3	2	4	3	4	-4	-2	8
COc1cc(C(=O)Oc2c(CN3CCOCC3)cc(Cl)c3cccnc23)cc(OC)c1OC	0	7	4	6	-10	-11	13	1	1
COc1ccc(C2=NC(C(F)(F)F)(C(F)(F)F)c3c(n(C)c(=O)n(C)c3=O)N2)cc1	92*	13	5	6	-10	-16	9	-8	2
CCOC(=O)c1cnc2c(-c3ccccc3)c(C)nn2c1N	-7	2	-2	3	0	-37	24	-4	2
O=C(NCCCN1CCCC1=O)c1csc2ccccc12	-15	3	0	1	-6	-4	-1	0	1
CC(C)CN1CN(S(=O)(=O)c2cccs2)c2nc3ccccc3nc21	-7	-6	0	4	9	-28	3	1	-12
CCn1c(COc2ccccc2C)nnc1SCC(=O)NCc1ccccc1	-10	5	1	9	-7	2	14	-3	2
Cc1ccc(S(=O)(=O)CCc2nnc(N)s2)cc1	11	-2	-5	-1	4	-10	-4	-5	-6
COc1cc2[nH]c(=O)n(CCCC(=O)NCCc3ccccc3)c(=O)c2cc1OC	4	-2	0	6	-1	14	22	1	2
O=C(O)CS(=O)(=O)c1ccc(Oc2ccc(S(=O)(=O)CC(=O)O)cc2)cc1	.	-9	1	1	8	-4	.	-11	-6
CCOC(=O)c1cnc(-n2nc(C)cc2C)nc1Nc1ccc(OC)cc1	5	5	1	7	-1	14	21	-5	0
COc1ccc(CNC(=O)CN(CC2CCCO2)C(=O)CNS(=O)(=O)c2ccccc2)cc1 (stereo not drawn)	-4	-8	13	8	7	13	-3	-3	3
O=S1(=O)N=C(N2CCOCC2)c2ccccc21	5	2	-3	1	-3	2	5	0	-7
COc1ccc(Oc2cc(C(F)(F)F)cnc2C(N)=O)cc1	12	2	-3	6	-2	2	-6	-5	8
CN(C)c1ccc(C2OC(=O)C(C)(C)C(=O)C2(C)C)cc1 (stereo not drawn)	3	-14	-8	-4	14	0	6	-8	-7
Cc1cccc(S(=O)(=O)c2c(N)n(/N=C/c3ccco3)c3nc4ccccc4nc23)c1	6	6	4	17	-7	15	32*	-9	6
O=C(NNC(=O)c1ccccc1O)c1ccc(Cl)cc1	2	12	2	5	-9	24	3	-5	-1
CCc1ccc(-c2nc(NC(=S)NC(=O)c3cccs3)sc2C)cc1	-2	3	-2	2	-2	-5	2	17*	5
C/C(Cl)=C/Cc1c(C)[nH]c2ccc(C)cc2c1=O	-8	-4	5	3	6	14	15	1	7
Cc1cc(N2CCN(S(=O)(=O)c3ccc(Cl)cc3)CC2)c2ccccc2n1	0	-2	-1	14	4	-9	8	-3	-5
CS(=O)(=O)N(CC(=O)NCCSCc1c(F)cccc1Cl)c1ccc2c(c1)OCO2	7	-11	-7	-1	14	11	3	-7	-6
Cc1nc2ccccc2n1C(=O)N1CCOCC1	.	1	-1	3	-2	-17	.	1	5
COc1ccc(-n2ncc3c(=O)n(CC(=O)N4c5ccccc5CC4C)cnc32)cc1 (stereo not drawn)	.	9	1	5	-10	0	.	-7	1
CCOc1nc(N=C(N)N)nc2c(C)cccc12	-1	7	18	10	-4	-9	9	-8	-1
CC(C)(C)NC(=O)CSc1nsc(SCC(=O)NC(C)(C)C)c1C#N	-3	1	6	12	-3	34	15	-8	9
Clc1ccc(-c2noc(CN3CCN(c4ccccc4)CC3)n2)cc1	-9	-6	-3	11	2	0	-2	-6	0
CCCn1nc2cc(C(=O)NCCc3cccs3)ccc2c1OCC	18	0	2	2	-2	7	11	-6	0
COC(/C=C/Nc1ccc(C)c(C)c1)=C(C#N)C#N	2	8	5	3	-2	19	25	-3	-4
COc1cc(OC)cc(C(=O)N2CCN(Cc3cccc(F)c3)CC2)c1	0	-8	-2	6	7	11	1	2	6
O=C(Cn1c(=O)n(-c2cccc(Cl)c2)c(=O)n1CC(=O)N1CCCCC1)N1CCCCC1	-6	-7	2	-2	4	18	4	0	1
CCCn1c2c(c(O)c(C(=O)Nc3ccc(OC)cc3)c1=O)CCCC2	24	9	5	1	-12	10	30	-2	-1
COc1ccc(S(=O)(=O)NCC(=O)N(CC(=O)NCC2CCCO2)c2cc(C)ccc2C)cc1 (stereo not drawn)	11	-16	-3	-2	12	-2	-1	-2	-1
COC(=O)c1[nH]c2ccc(C)cc2c1NC(=O)C(C)N1CCN(C2CCCCC2)CC1 (stereo not drawn)	21	-2	5	10	1	8	0	-5	4
CCn1ncc(C2=NOC(C(=O)Nc3c(C)n(C)n(-c4ccccc4)c3=O)C2)c1C (stereo not drawn)	-4	-3	-1	6	1	-16	0	-2	-5
CSC1=NCCN1C(=O)c1ccc(S(=O)(=O)N(C)C)cc1	1	-8	-7	9	6	9	5	-3	2
CCCC(=O)Nc1cc(Cl)ccc1N1CCN(C(=O)CC)CC1	9	-4	-2	0	5	-5	3	-3	0
O=C(c1cc(F)c(F)cc1Cl)N1CCCCC1	-9	-2	-1	6	1	21	-5	-6	3
O=c1[nH]c(CN2CCN(CCO)CC2)nc2ccccc12	.	6	0	8	-6	5	.	-2	3
COc1ccc(-c2cc3ccccc3n2CC(O)CNCCO)cc1 (stereo not drawn)	-8	-2	-7	-6	7	11	4	-8	0
CCOC(=O)C1C2C=CC3(CN(Cc4cccs4)C(=O)C13)O2 (stereo not drawn)	4	2	-3	5	-1	24	-2	-3	-4
CC(=O)Nc1ccc(Oc2ccc(-c3noc(C)n3)cc2)cc1	5	-10	1	1	11	-7	26	2	1
Cc1ccc(N=c2oc3cc(O)ccc3cc2C(N)=O)cc1	30*	-4	1	21	3	-2	58*	17*	-2
O=C(NCCOCC(F)(F)C(F)F)c1cc(F)c(F)cc1Cl	9	-4	3	2	2	-1	3	-3	-6
CCOC(=O)c1cc2c(=O)n3cccc(C)c3nc2n(Cc2ccco2)c1=NC(=O)c1cccnc1	-7	2	6	21	2	-16	28	3	-3
COc1ccc(-n2c(SCC(N)=O)nc3nc4c(cc3c2=O)COC(C)(C)C4)cc1	-5	6	-2	-1	-2	1	6	-4	0
COc1ccc(Cl)cc1S(=O)(=O)N1CCCC1	-4	-6	-3	11	8	-10	4	-1	-1
CN(C)CC(=O)N1c2ccccc2CCc2ccc(NC(=O)c3ccc(N)cc3)cc21	3	0	5	4	-3	-14	4	-5	-6
COc1cc2c(cc1OC)C(C)N(C(=O)c1cc3n(n1)C(C(F)(F)F)CC(c1ccco1)N3)CC2 (stereo not drawn)	18	1	0	3	-2	-17	2	-1	-5
Next structures:
SMILES	PostGolgi yeast	PTPN22 inh 2	FAK inh	Rev-RRE block	PTPN22 act	S1P2 blocker	PostGolgi ctrl	S1P2 ag	EphB4 antag
Cc1ccc(C)c2c1[nH]c1ccccc12	3	2	2	9	0	-2	14	-5	5
CC(=O)OCc1cc(=O)n(C)c(=O)n1C	-6	1	-1	9	3	8	16	-7	4
CC1CC(=O)C2=C(C1)Nc1ncnn1C2c1ccccc1 (stereo not drawn)	1	-2	0	4	0	3	48*	2	-4
CN1/C(=C\C=Nc2ccccc2)C(C)(C)c2ccccc21	3	6	-4	11	-1	0	8	-6	0
Cc1ccccc1Cn1cc(NC(=O)c2nc3ncccn3n2)cn1	-7	2	1	7	0	-14	0	-7	-6
Fc1ccc(N2CCN(c3ccc4c(C(F)(F)F)cc(C(F)(F)F)nc4n3)CC2)cc1	14	8	1	-1	-5	2	75*	-6	-8
O=C(NCc1nc(-c2ccccc2)no1)c1cccs1	2	4	0	9	-4	4	-3	2	-3
O=C(NNC(=O)c1cccnc1)Nc1cccc2ccccc12	-2	10	-4	5	-5	-57	-4	-7	-4
C/C(=N\N1CCN(C2c3ccccc3-c3ccccc32)CC1)c1cccnc1	4	0	-3	3	1	-5	11	-6	-3
C/C(=N\NC(=O)c1c(Cl)c(C)nn1C)c1cccc(NC(=O)COc2ccc(Cl)cc2)c1	30	-3	1	0	3	11	5	-2	5

7 entries drawn at random from those above:
SMILES	PostGolgi yeast	PTPN22 inh 2	FAK inh	Rev-RRE block	PTPN22 act	S1P2 blocker	PostGolgi ctrl	S1P2 ag	EphB4 antag
CN1/C(=C\C=Nc2ccccc2)C(C)(C)c2ccccc21	3	6	-4	11	-1	0	8	-6	0
Cc1cccc(S(=O)(=O)c2c(N)n(/N=C/c3ccco3)c3nc4ccccc4nc23)c1	6	6	4	17	-7	15	32*	-9	6
O=C(NNC(=O)c1ccccc1O)c1ccc(Cl)cc1	2	12	2	5	-9	24	3	-5	-1
O=S1(=O)N=C(N2CCOCC2)c2ccccc21	5	2	-3	1	-3	2	5	0	-7
CCOC(=O)c1cc2c(=O)n3cccc(C)c3nc2n(Cc2ccco2)c1=NC(=O)c1cccnc1	-7	2	6	21	2	-16	28	3	-3
COc1cc2[nH]c(=O)n(CCCC(=O)NCCc3ccccc3)c(=O)c2cc1OC	4	-2	0	6	-1	14	22	1	2
C/C(Cl)=C/Cc1c(C)[nH]c2ccc(C)cc2c1=O	-8	-4	5	3	6	14	15	1	7

(more compounds)
SMILES	PostGolgi yeast	PTPN22 inh 2	FAK inh	Rev-RRE block	PTPN22 act	S1P2 blocker	PostGolgi ctrl	S1P2 ag	EphB4 antag
Cc1ccc2nc(-c3cccc(S(=O)(=O)N(C)C)c3)cn2c1	-4	0	12	-1	-2	5	6	0	-6
Cc1cc(C)nc(N2CCCC(C(=O)Nc3nnc(C(C)C)s3)C2)n1 (stereo not drawn)	.	-9	-2	7	7	9	.	-1	3
C=CCN(c1ccc(C(=O)NC(C)C)cc1)S(C)(=O)=O	15	1	-1	10	0	7	-1	-8	3
CN1CCN(C(=O)Nc2cccc3ccccc23)CC1	15	-5	0	3	2	-9	5	2	-6
CC(=O)N1CCN(S(=O)(=O)c2ccc(C)cc2)C1C(C)C (stereo not drawn)	6	-17	2	4	15	-11	-9	-4	-4
Cc1[nH]c2ccccc2c1[C@H]1[C@@H](CC#N)C1(C)C	6	2	8	5	-2	6	15	-5	0
COc1ccc(CN2C(=O)c3cccnc3C2O)cc1 (stereo not drawn)	5	6	-1	-2	-3	4	6	-9	-4
CCN(CC)S(=O)(=O)c1cccc(C(=O)NCC2CCCO2)c1 (stereo not drawn)	-11	-1	-3	9	0	-3	3	-6	4
Nc1nc(NC(=O)c2cccc(S(=O)(=O)N3CCCCCC3)c2)nc(-c2ccccc2)n1	-4	3	2	4	-4	-1	12	-3	1
Cn1nnnc1SCC(=O)Nc1ccc(Oc2ccc(Cl)cc2)cc1	15	-30	1	4	26	-19	8	1	3
COc1ccc(N(CC(=O)N2CCN(c3ccccc3)CC2)S(=O)(=O)c2c(C)noc2C)cc1	-7	-12	3	3	11	3	9	0	-5
Cc1nn(Cc2ccccc2)c(C)c1NC(=O)c1cc(-c2ccco2)on1	-1	8	-1	7	-11	-2	4	-2	1
Cc1ccc(-c2nn(-c3ccccc3)cc2C2CC(c3cccs3)=NN2C(=O)CCCC(=O)O)cc1 (stereo not drawn)	0	7	-2	1	-5	-3	6	-4	-8
CCn1c(=O)n(CC)c2cc(S(=O)(=O)N3CCc4ccccc43)ccc21	8	8	-7	2	-10	2	25	-2	4
CCc1ccccc1NC(=O)c1cccs1	4	-4	-6	4	4	-8	-3	0	-11
COc1cccc(-c2cc(C(=O)NC3CCCC3)no2)c1	0	6	1	0	-9	-18	1	-4	-5
Cc1nnc(SCC(=O)N2CCOCC2)n1C	2	8	1	2	-9	-11	-1	0	2
Cc1ccc(-n2c(SCc3cc(=O)n4ccsc4n3)nnc2-c2cccnc2)c(C)c1	1	11	-2	6	-11	5	9	-2	0
